West Nile virus CPE: West Nile virus antiviral activity, cell-based, CPE readout (AID 1621). West Nile virus-infected cells, CPE inhibition; higher % means a stronger effect. CPE inhibition, % at 10 µM; hits with a dose series show IC50 in µM. 290,000 compounds, 0.02% hits; in the data active = a potency from the dose series; inconclusive = CPE inhibition mostly from about 3.7% at the one dose, without a potency; inactive = the rest, 99 in 100 with CPE inhibition below about 2.2%; note: strong numbers were not always called active
Insulin prom up: insulin promoter activators in MIN6 cells, imaging, high-content screening, mouse beta cells | MIN6 insulin promoter-GFP reporter; stronger effect = higher value | 190,000 compounds, 0.3% hits | z-score at 5 µM;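 active = z-score above 3 at 5 µM with at least 500 cells counted in the well; inconclusive = wells under 500 cells, flagged as cytotoxic or low count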
Autophagy HCS: autophagy modulators in MEF cells, primary screen, imaging, high-content, MEF GFP-LC3 | calls only at 10 µM (by protocol) | 190,000 compounds, 0.98% hits | AID 463193, 2010 | MEF GFP-LC3 puncta imaging; test concentration mostly 10 µM;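 active = percentage of spot-positive cells more than 3 SD above its plate mean, without a fluorescence outlier flag or 80% toxicity; inconclusive = no clear call, values can overlap the other calls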;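 note: spot-positive cell cutoff set from DMSO-treated cells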
bCat nuc transl: modulators of beta-catenin nuclear translocation, primary screen, imaging, HeLa cells, immunofluorescence, high-content; nuclear translocation activity, % at 5 µM; 190,000 compounds, 0.3% hits; AID 1665, 2009;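 active = nuclear translocation activity above 50% at 5 µM, with a well cell count of 50 or more; inconclusive = wells under 50 cells across six images, flagged as toxic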;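 note: per-cell ratio of nuclear to cytoplasmic median beta-catenin stain intensity; plate controls were DMSO negative control for no effect and GSK-3 inhibitor IX positive control for full effect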
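Test system: human HeLa cells, endogenous beta-catenin. Times: 24 h compound exposure, 37°C. Measured by: beta-catenin immunofluorescence imaging with DAPI.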
Hep lipid drop: inhibitors of hepatocyte lipid droplet formation, primary screen, imaging, high-throughput imaging, BODIPY stain | inhibition, % at 6.5 µM | AML12 mouse hepatocytes, oleate lipid droplets | 240,000 compounds, 0.4% hits;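 active = lipid droplet intensity inhibited by at least 50%, with more than 500 cells counted; inconclusive = wells with under 300 cells, treated as cytotoxic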
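Technique: fluorescence imaging, 20x objective, two fields per well / Assay system: AML12 hepatocytes (mouse) / Measure: % inhibition of lipid droplet signal / Doses: 6.5 µM single-point dosing / Incubation: overnight exposure / Reagent: 100 µM oleic acid challenge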
T cell HTS: modulators of CD8 T cell-vesicle binding, primary screen, mouse 2C CD8+ T cells, flow cytometry; calls only at 7 µM; 330,000 compounds, 0.068% hits; 2C CD8+ T cell-vesicle binding; stronger effect = lower value; AID 2052, 2009;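 active = response, share of CD8 T cells binding vesicles, and their 90th percentile fluorescence all below set limits, cut at about 80% in these data, passing the limit was not always enough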
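material = purified 2C TCR transgenic mouse naive CD8+ T cells | controls = Unloaded micro-vesicles (low), QL9 vesicles with 0.7% DMSO (high) | detection = cytometric PE anti-B7-1 and Alexa647 anti-CD8 signals after 1% paraformaldehyde fixation | incubation = binding step 1.5 h, 37 °C, antibody labelling 20 min, ice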
MT stabilize HCS: microtubule stabilizers in HeLa cells, primary screen, imaging, high-content imaging; HeLa tubulin immunostaining HCS, 24 h; share of cells brighter than vehicle mean+2SD; % tubulin-high responders, % at 10 µM; 200,000 compounds, 0.83% hits; AID 2205, 2009;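 active = plate Z-score above 3 for both tubulin-high and condensed-nucleus cell shares, with cell loss under 80%, at 10 µM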;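 note: anti alpha tubulin signal scored within the nucleus-defined area of each cell; some results filed as inactive read as strong as hits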
Myeloid diff 2: induction of myeloid progenitor differentiation, primary screen, cell-based, flow cytometry, MLPCN library. ER-HoxA9 myeloid progenitors, lysozyme-GFP differentiation. calls only at 10 µM. 360,000 compounds, 1% hits;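 active = normalized GFP-positive differentiation at or above the plate's own cutoff, the solvent-only control mean plus 3 SD; inconclusive = no clear call, values can overlap the other calls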;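 note: cells exposed to compound for four days before flow analysis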
WT yeast gro inh: growth inhibition of WT strain, primary screen, mitochondrial fusion inhibitor project, WT and mutant strains, chemical genetic. 190,000 compounds, 2.1% hits. mitochondrial fusion phenotypic screen. inhibition, % at 10 µM; in the data active = inhibition above about 58%; tested in S. cerevisiae
WT yeast gro inh mutant strain: recorded beside WT yeast gro inh, whose call it bears; inhibition, %; mitochondrial fusion phenotypic screen, mutant strain inhibition
Insulin prom up cell count: second read-out of Insulin prom up, no call of its own (marks repeat the call); cell count; measured here: cytotoxicity, nuclei count;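 total cells summed across four imaged fields per well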
Hep lipid drop cells 6.5 µM: also measured in Hep lipid drop; calls as there; cell count; measured here: cell count, cytotoxicity flag;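 cells counted across two imaged fields per well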
bCat nuc transl cell count 5 µM: recorded beside bCat nuc transl, whose call it bears; cell count; measured here: cell count, cytotoxicity flag
T cell HTS vesicle-bound %: also measured in T cell HTS; calls as there; double positive events, %; measured here: CD8+ vesicle-bound cell fraction;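 binding gate set so that unloaded-vesicle control wells show 10% double positive cells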
MT stabilize HCS Hoechst-high %: also measured in MT stabilize HCS; calls as there; % Hoechst-high responders; measured here: nuclear condensation Hoechst responders;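 share of cells brighter than vehicle mean plus two SD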
MT stabilize HCS cytotoxicity %: second read-out of MT stabilize HCS, no call of its own (marks repeat the call); toxicity, %; measured here: cytotoxicity by cell density;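 0% = mean cell density of plate MIN control wells and 100% = no cells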
Autophagy HCS cell loss 18 h: also measured in Autophagy HCS; calls as there; toxicity, %; measured here: cell loss, nuclei count;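 cell loss after 18 h compound exposure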
Myeloid diff 2 GFP+ MAC1+ %: recorded beside Myeloid diff 2, whose call it bears; GFP+ MAC1+ double positive, %; measured here: differentiation confirmed by MAC1 staining
An asterisk follows results filed as active; i = inactive; ? = inconclusive; nt = not tested or not shown.

nr	molecule	West Nile virus CPE	Insulin prom up	Insulin prom up cell count	Autophagy HCS	Autophagy HCS cell loss 18 h	bCat nuc transl	bCat nuc transl cell count 5 µM	Hep lipid drop	Hep lipid drop cells 6.5 µM	T cell HTS	T cell HTS vesicle-bound %	MT stabilize HCS	MT stabilize HCS Hoechst-high %	MT stabilize HCS cytotoxicity %	Myeloid diff 2	Myeloid diff 2 GFP+ MAC1+ %	WT yeast gro inh	WT yeast gro inh mutant strain
1	CC(C)C[C@H](NC(=O)N1CCN(c2ccccc2)CC1)C(=O)O	-0.1%	0.22	1560	i	-9.7	3.5	1433	nt	nt	i	36.9	3.5	3.1	1.5	i	8.1	-25.4	15.1
2	O=C(c1cc2ccccc2o1)N1CCN=C1SCc1cccnc1	0.6%	0.24	1535	i	-57.5	-2.7	1007	nt	nt	i	31.5	4.6	3.9	4.0	i	0.0	0.6	-0.5
3	Cc1cnc(C(=O)OCC(=O)c2csc(N3CCCCC3)n2)cn1	1.1%	-0.06	1083	i	-0.4	3.3	702	nt	nt	i	45.6	2.6	1.3	3.5	i	0.6	-65.7	-2.0
4	COc1ccc(C)cc1NC(=O)CN(C)S(=O)(=O)c1cnc[nH]1	0.7%	0.62	925	i	-2.2	1.7	1005	-3.2	779	i	57.1	0.6	1.0	3.9	i	0.9	0.6	9.1
5	O=C(Nc1ccccc1-c1ccccc1)c1ccccc1Br	-0.5%	nt	nt	nt	nt	nt	nt	-8.8	778	i	57.9	nt	nt	nt	i	0.8	nt	nt
6	COC(=O)c1cc2sccc2n1CC(=O)Nc1ccc(OC)c(OC)c1OC	0.8%	-0.4	972	i	3.2	2.1	869	0.1	604	i	15.8	6.1	0.3	13.6	i	1.7	-0.4	6.4
7	CCN1C(=O)C(O)(CC(=O)c2ccc3c(c2)OCCO3)c2ccccc21 (stereo unspecified)	-0.2%	1.25	1004	i	5.1	nt	nt	nt	nt	i	47.1	2.3	4.0	9.9	i	1.5	7.0	0.3
8	COc1cc2cc(C(=O)N3CCOCC3)cc(-c3ccc(C)cc3)c2cc1OC	-0.3%	nt	nt	nt	nt	nt	nt	-55.1	796	i	44.5	nt	nt	nt	i	0.6	nt	nt
9	CCn1c(-c2cccn(Cc3ccccc3)c2=O)n[nH]c1=S	0.0%	-0.16	1336	i	-14.7	-0.7	1066	nt	nt	i	55.0	2.0	2.6	4.9	i	0.3	-3.1	-11.9
10	COC(=O)c1sccc1NC(=S)OC	0.5%	-0.04	1443	nt	nt	-1.1	1116	-5.1	675	i	41.9	nt	nt	nt	i	0.9	nt	nt
11	COc1ccc(C)cc1S(=O)(=O)N(CC(=O)Nc1ccc2c(c1)OCCO2)Cc1ccccc1	-1.0%	-0.7	907	i	32.1	nt	nt	-5.5	735	i	30.2	1.9	1.3	9.2	i	4.9	32.8	7.3
12	CCOc1cc(NC(=S)NCCCN2CCOCC2)c(OCC)cc1NC(=O)C(C)C	-0.4%	0.26	1360	i	9.8	-2.4	545	2.5	638	i	35.7	1.5	3.9	4.5	i	1.1	9.8	1.2
13	CN(C(=O)CCc1nnc(CCCCc2ccccc2)o1)C1CC(C)(C)NC(C)(C)C1	0.1%	0.22	1608	i	-0.5	-3.6	1205	2.1	681	i	24.7	1.2	1.1	6.9	i	0.1	1.9	-0.9
14	CN(CC(=O)NCCN1CCN(c2ccccc2)CC1)S(=O)(=O)c1ccc2c(c1)CCC(=O)N2	0.1%	-0.19	1048	i	8.6	-6.5	1150	nt	nt	i	40.6	1.4	4.7	9.7	i	2.6	-3.1	-24.3
15	CC(=O)c1cnc2cc(C)nn2c1C	0.3%	0.86	1672	i	-1.1	-2.0	1357	nt	nt	i	8.3	3.0	2.6	1.2	i	0.7	10.6	2.8
16	C#CC(CC)(CC)NC(=O)c1c(C)noc1C	0.1%	0.39	1318	i	16.0	3.9	1205	0.2	721	i	37.1	3.1	2.6	1.0	i	8.3	-4.2	5.0
17	Cc1c(-c2ccc(Cl)cc2)[n+](=O)c2c(n1[O-])CCCC2	-0.5%	-0.05	1120	nt	nt	-0.2	1323	-5.5	735	i	41.0	nt	nt	nt	i	0.4	nt	nt
18	COCCCNC(=O)c1ccc(N2CCCC2)c(NS(=O)(=O)c2ccc(C)cc2)c1	0.0%	0.46	1305	i	18.8	-4.3	871	nt	nt	i	60.4	7.0	2.4	11.8	i	0.9	-0.8	2.3
19	COc1ccccc1CCCNC(=O)C1CCC(=O)N(CCc2cccc(F)c2)C1 (stereo unspecified)	-1.0%	nt	nt	nt	nt	nt	nt	-1.4	890	i	56.7	nt	nt	nt	?	nt	nt	nt
20	O=C(O)C12CC3CC(C1)CC(n1ncc(NCc4ccccc4)c(Cl)c1=O)(C3)C2	0.5%	1.31	1174	i	2.2	-1.7	1110	3.8	716	i	53.2	2.4	2.8	3.9	i	0.7	-6.1	2.9
21	Cc1nn(Cc2noc(C(=O)NCC3CCCO3)n2)c(C)c1Br (stereo unspecified)	-0.6%	nt	nt	nt	nt	nt	nt	1.0	697	i	8.6	nt	nt	nt	i	3.8	nt	nt
22	CCC(=O)N1CCN(c2ccc(NC(=O)COc3ccc(C)cc3C)cc2)CC1	0.5%	nt	nt	nt	nt	nt	nt	-25.0	808	i	16.8	nt	nt	nt	i	1.1	nt	nt
23	Nc1c(C(=O)Nc2ccccc2F)sc2nc(-c3cccnc3)ccc12	0.1%	0.27	1054	nt	nt	2.7	1261	5.8	639	i	2.1	nt	nt	nt	i	0.3	nt	nt
24	C/C(CC(=O)Nc1ccccc1[N+](=O)[O-])=N\NC(=O)COc1ccccc1C	0.9%	-0.98	938	i	-2.3	nt	nt	12.2	772	i	45.9	3.0	1.2	5.7	i	0.8	-10.9	1.9
25	c1ccc2c(c1)oc1c(N3CCN(Cc4ccc5c(c4)OCO5)CC3)ncnc12	-1.0%	-6.44	976	i	4.6	nt	nt	-4.5	734	nt	nt	1.6	0.3	14.2	i	0.8	75.6*	47.2*
26	Cc1sc(N/N=C/C=C/c2ccccc2)nc1-c1ccccc1	-0.6%	-1.48	1468	i	14.6	0.3	1322	nt	nt	i	13.6	2.1	1.4	9.3	i	0.0	17.2	11.1
27	Cc1ccc(OCC(=O)Nc2ccc(F)cc2)c([N+](=O)[O-])n1	-0.7%	-0.04	1186	i	0.1	3.7	977	-19.0	665	i	24.8	5.1	2.4	7.6	i	0.0	-12.8	9.6
28	O=C(Nc1ccc(OCC(F)(F)C(F)F)c(C(F)(F)F)c1)c1ccccc1	2.0%	nt	nt	i	8.1	nt	nt	nt	nt	i	47.6	3.4	1.7	1.7	i	0.3	nt	nt
29	COc1ccc(C(=O)Nc2ccccc2C)cc1S(=O)(=O)N1CCOCC1	-0.1%	nt	nt	nt	nt	nt	nt	-15.2	803	i	47.7	nt	nt	nt	i	1.0	nt	nt
30	COc1cc(C(=O)OCCCN=C2NS(=O)(=O)c3ccccc32)cc(OC)c1OC	0.2%	-0.14	1357	i	-4.7	-1.5	1076	5.4	702	i	45.5	3.5	3.9	7.9	i	0.2	-7.9	16.0
31	CSC1=N/C(=C\c2ccc(Cl)cc2)C(=O)N1N(C)C	-0.4%	0.01	1278	nt	nt	3.3	1019	1.2	726	i	17.7	nt	nt	nt	i	0.4	nt	nt
32	COc1ccc(NC(=S)N2CCCN(Cc3cc(C)ccc3C)C2)cc1	-0.4%	0.9	1181	i	-49.7	-2.8	1113	1.5	699	i	36.0	1.1	1.6	10.3	i	0.3	5.8	8.3
33	C(=N\n1cnnc1)/c1ccc(OCc2ccccc2)cc1	-1.0%	0.47	1130	i	2.3	0.1	965	nt	nt	i	33.4	2.6	2.6	11.1	i	6.6	36.9	28.1

Compound activity as filed in PubChem BioAssay.
